Source: PubChem BioAssay (several laboratories)
sEH act: activators of human soluble epoxide hydrolase; purified human sEH enzymatic activity, activator screen; P34913; AID 717; actives 0.04% (n = 91,000); activation, % at 2 µM; in the data active means activation above about 37%; further: values of inactives mirror those of a sister screen read the other way
H69AR inhibit: growth inhibitors of human H69AR lung tumor cells; actives 6% (n = 85,000); AID 598; H69AR lung tumor viability, ATP luminescence, 72 h; stronger effect = lower value; viability, % at 10 µM;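 active means viability at or below 40%; inactive means viability above 40%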;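 further: multidrug resistant small cell line overexpressing MRP-1 efflux transporter; 100% = mean luminescence of untreated control wells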
Calb biofilm kill: kills Candida albicans biofilms | C. albicans biofilm + clotrimazole, Alamar Blue | inhibition, % at 6 µM | actives 0.14% (n = 85,000) | AID 834;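 active means inhibition above 20%; inactive means inhibition below 20%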;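 further: preformed 24 hr biofilms exposed to compound for 48 hr; 0% = biofilm without compound and 100% = blank killed by clotrimazole plus chlorhexidine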
ERa coact inh: blocks coactivator binding to human estrogen receptor alpha; P03372; actives 1.7% (n = 86,000); inhibition, % at 25.6 µM; TR-FRET ER-alpha LBD / SRC-1 peptide, estradiol-bound; AID 629; in the data active means inhibition above about 50%;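 further: 0% = receptor plus peptide control and 100% = peptide only without receptor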
HUVEC inhibit: blocks proliferation of human endothelial cells; viability, % at 10 µM (by protocol); actives 1.1% (n = 86,000); HUVEC proliferation, CellTiter-Glo luminescence, 72 h; stronger effect = lower value;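 active means viability at or below 30%; inactive means viability above 30%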;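 further: 100% = median luminescence of DMSO-only cell control wells on each plate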
ERb SRC1 inh: ER-beta (human) coactivator binding inhibition | Q92731 | TR-FRET ER-beta LBD / SRC1-Cy5 peptide binding; receptor agonist-loaded with 1 µM estradiol | inhibition, % at 25.6 µM | actives 1.3% (n = 86,000) | AID 633;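 active means compounds whose percent inhibition of the receptor-coactivator binding signal exceeds about 50% in the single-dose screen, limit read from the data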;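 further: 0% = receptor plus peptide wells without compound and 100% = peptide-only wells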
Target sequence (Q92731 whole entry, looked up, the tested form may be a part): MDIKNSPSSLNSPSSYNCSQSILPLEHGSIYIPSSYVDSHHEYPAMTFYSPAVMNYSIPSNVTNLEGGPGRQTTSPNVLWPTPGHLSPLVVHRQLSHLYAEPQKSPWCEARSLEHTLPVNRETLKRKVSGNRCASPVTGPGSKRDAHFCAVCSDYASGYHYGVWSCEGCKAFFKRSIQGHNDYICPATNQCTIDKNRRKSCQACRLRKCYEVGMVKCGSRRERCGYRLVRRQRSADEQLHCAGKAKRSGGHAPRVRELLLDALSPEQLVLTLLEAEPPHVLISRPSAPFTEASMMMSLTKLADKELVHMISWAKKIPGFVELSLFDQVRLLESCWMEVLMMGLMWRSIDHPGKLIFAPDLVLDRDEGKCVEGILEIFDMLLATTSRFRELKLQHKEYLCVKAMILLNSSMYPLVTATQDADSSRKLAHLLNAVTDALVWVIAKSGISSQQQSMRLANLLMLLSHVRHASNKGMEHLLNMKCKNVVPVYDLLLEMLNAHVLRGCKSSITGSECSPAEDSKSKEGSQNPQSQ
Fibroblast inh: blocks proliferation of human lung fibroblasts; viability, % at 10 µM; actives 1.1% (n = 85,000); AID 719; LL 47 human lung fibroblast viability, ATP luminescence; stronger effect = lower value;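 active means viability at or below 50% in the single dose screen; inactive means viability above 50%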;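 further: compound exposure lasted 72 h before the ATP readout; 100% = median luminescence of untreated cell-only wells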
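material = human LL 47 lung fibroblast cells | dosing = compounds added from tenfold dosing solution, 0.1% DMSO final | timing = overnight cell rest, 72 h compound treatment at 37 °C | measured by = CellTiter-Glo luminescence measuring cellular ATP | evaluation = % viability versus median cells-only luminescence | control set = cell-only wells, no compound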
Smad3 FoxH1 inh: Smad3 (human) transcription factor binding inhibition. P84022. actives 0.29% (n = 88,000). TR-FRET Smad3/Dy647-FoxH1 peptide binding, europium anti-His. inhibition, % at 25 µM;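 active means compounds that reduce the energy-transfer binding signal between the protein and its labelled peptide by more than half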;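 further: 0% = Smad3 plus labelled peptide maximal FRET and 100% = peptide-only background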
Target sequence (P84022 whole entry, looked up): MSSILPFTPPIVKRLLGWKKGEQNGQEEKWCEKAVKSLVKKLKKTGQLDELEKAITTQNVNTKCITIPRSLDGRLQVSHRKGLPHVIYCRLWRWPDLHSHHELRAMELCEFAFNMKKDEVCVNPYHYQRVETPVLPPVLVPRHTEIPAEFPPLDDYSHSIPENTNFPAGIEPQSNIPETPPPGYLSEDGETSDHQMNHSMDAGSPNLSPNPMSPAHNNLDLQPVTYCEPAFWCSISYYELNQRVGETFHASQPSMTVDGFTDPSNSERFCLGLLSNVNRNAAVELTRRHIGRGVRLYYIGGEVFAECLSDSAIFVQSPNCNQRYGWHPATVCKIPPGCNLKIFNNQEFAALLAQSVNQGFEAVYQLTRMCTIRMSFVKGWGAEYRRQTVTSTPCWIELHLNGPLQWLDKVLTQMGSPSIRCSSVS
ERa SRC1 pot: enhances coactivator binding to human estrogen receptor alpha. P03372. TR-FRET ERalpha-LBD/SRC-Cy5 coactivator binding, 2 h; 100 = basal binding, no effect. coactivator binding (% of control), % at 25.6 µM. actives 1.3% (n = 86,000); in the data active means activity above about 200%;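 further: binding measured in presence of low estradiol as agonist stimulus; 0% = peptide alone without receptor and 100% = receptor with peptide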
An asterisk follows results filed as active; . = not tested or not shown; [ ] = remark or other dose. Only part of the results is shown; rates above refer to the full screens.

SMILES	sEH act	H69AR inhibit	Calb biofilm kill	ERa coact inh	HUVEC inhibit	ERb SRC1 inh	Fibroblast inh	Smad3 FoxH1 inh	ERa SRC1 pot
O/N=C/c1c[nH]c2ccccc12	5	84	-2	-19	83	-18	95	-2	115
CCCC1C(C#N)=C(N)Oc2c1c(=O)oc1ccccc21 (stereo unspecified)	-6	85	3	-7	96	-7	84	12	100
O=C1CC(=O)N(c2ccc(Cl)cc2Cl)C(=O)N1	.	75	5	6[fluorescence artefact?]	95	7	104	-3	91[fluorescence artefact?]
CC(=O)Nc1ccc2c(c1)CC1(C(=O)N(C)C(=O)N(C)C1=O)C1CCCN21 (stereo unspecified)	-8	85	5	-3	91	1	92	17	102
O=C(c1c[nH]cc1-c1ccccc1)c1cccc2ccccc12	7	84	8	-7	77	-6[fluorescence artefact?]	60	-8	119
CCC(=NCc1cccnc1)c1c(O)n(Cc2ccccc2)c(=O)[nH]c1=O	1	82	6	22	96	-2	99	-1	111
Clc1cccc(CN2CCCCC2c2cccnc2)c1 (stereo unspecified)	.	96	-3	5	104	5	106	-16	91
COC(=O)C(C)Oc1cc(C)cc2oc(=O)c3c(c12)CCC3 (stereo unspecified)	-6	51	9	-20	78	-30	92	9	105
O=C(Cc1ccccc1)N1CCN(CC2CC=CCC2)CC1 (stereo unspecified)	2	76	5	4	101	3	100	-10	98
O=C1C2CCCN2C(c2cccnc2)N1c1ccc(Cl)c(Cl)c1 (stereo unspecified)	-2	86	1	5	76	-13	102	4	112
CCNCC1(c2ccc(OC)c(OC)c2)CCCC1	1	93	2	-8	99	-4	91	1	124[fluorescence artefact?]
COCCCNC(=O)c1c(NC(=O)c2ccco2)n(Cc2ccccc2)c2nc3ccccc3nc12	23	69	4	-1	107	-11	102	7	106
CC(=NCC1CCCO1)c1c(O)n(Cc2ccccc2)c(=O)[nH]c1=O (stereo unspecified)	-5	86	-3	5[fluorescence artefact?]	95	7[fluorescence artefact?]	106	8	101
CC12CN3CCN(CC(C3)C1O)C2 (stereo unspecified)	-12	97	5	-9	108	-7	96	9	114
CN1CCC(O)(c2ccccc2)C2CCCC21 (stereo unspecified)	0	97	-2	3	95	-6[fluorescence artefact?]	102	-5	143
c1ccc2sc(C3CCCNC3)nc2c1 (stereo unspecified)	.	.	3	3	102	-3	107	-3[fluorescence artefact?]	119
N=C(N)c1c(O)n(C2CCCCC2)c(=O)n(C2CCCCC2)c1=O	-9	1.1*	4	30	2.5*	36[fluorescence artefact?]	31*	4	76
c1ccc(CNC2=NCCS2)cc1	5	105	-1	3[fluorescence artefact?]	96	5[fluorescence artefact?]	101	0	106
CCN(CC)P(=O)(Oc1cccc(C)c1)N(CC)CC	.	91	11	-7	95	5	95	-8	118
O=C1OCCN1P(=O)(c1ccccc1)c1ccccc1	0	91	7	-4	108	-7	90	-6	122

Not a retest: 2 of the compounds above.
SMILES	sEH act	H69AR inhibit	Calb biofilm kill	ERa coact inh	HUVEC inhibit	ERb SRC1 inh	Fibroblast inh	Smad3 FoxH1 inh	ERa SRC1 pot
N=C(N)c1c(O)n(C2CCCCC2)c(=O)n(C2CCCCC2)c1=O	-9	1.1*	4	30	2.5*	36[fluorescence artefact?]	31*	4	76
c1ccc(CNC2=NCCS2)cc1	5	105	-1	3[fluorescence artefact?]	96	5[fluorescence artefact?]	101	0	106

Next section:
SMILES	sEH act	H69AR inhibit	Calb biofilm kill	ERa coact inh	HUVEC inhibit	ERb SRC1 inh	Fibroblast inh	Smad3 FoxH1 inh	ERa SRC1 pot
O=C(c1cccn2c(=O)c3cc(Br)ccc3nc12)N1CCC2(CC1)OCCO2	-2	98	4	3	93	-7	98	-2	102
O=P(O)(O)/C=C(\Cl)c1ccccc1	.	91	4	4[fluorescence artefact?]	100	3[fluorescence artefact?]	101	13	100
CCOc1ccccc1-n1c(O)c(C=NCCCN(CC)CC)c(=O)[nH]c1=O	9	96	-1	2	95	2[fluorescence artefact?]	108	-7	101
Cc1ccc2c(c1)CC1(CN2C)C(=O)NC(=O)N(CCC2=CCCCC2)C1=O (stereo unspecified)	6	86	9	9	99	2[fluorescence artefact?]	95	11	106[fluorescence artefact?]
CNCC1(c2ccccc2)CCCC1	2	91	4	10	95	3	110	-11	83
O=C(COC(=O)Cc1ccccc1)Nc1ncc(Cl)cc1Cl	6	83	6	3	83	11	86	10	91
Fc1ccc2c(c1)nnn2C1CCN(Cc2nnnn2C2CCCCC2)CC1	19	27*	4	-1	97	6	92	4	115
Cc1ccc(Cn2nnnc2CN2CCC(n3nnc4cc(C(F)(F)F)ccc43)CC2)cc1	-19	2.0*	7	-16	54	-7	75	-5	102
O=S(=O)(c1ccccc1)N1CN2CCN(C2)C1	1	94	0	2	103	3[fluorescence artefact?]	106	4	104
CCCCn1c(O)c(C(CC)=NCc2ccc(F)cc2)c(=O)[nH]c1=O	-5	83	-4	-1	106	-11	104	-5	90
CN1CCN(Cc2ccc(OC(F)(F)F)cc2)CC1	-1	84	6	-12	103	-5	104	8	109
CCC(=NCC1CCCO1)c1c(O)n(-c2ccc(Cl)cc2)c(=O)[nH]c1=O (stereo unspecified)	-8	77	8	7	101	7	103	-7	112
O=C(C1CCCN(c2nnc(-n3cccc3)s2)C1)N1CCC2(CC1)OCCO2 (stereo unspecified)	5	95	6	-3	90	-1	92	7	94
CCOC(=O)c1cn2nc(OP(=S)(OCC)OCC)cc2nc1C	.	52	-1	2	107	-2	92	22[fluorescence artefact?]	93
CC(=O)c1cccc(NC2=NCC(C)S2)c1 (stereo unspecified)	5	88	8	14	90	6	101	5	97[fluorescence artefact?]
O=C(Nc1ccncc1)c1c(O)c2ccccc2n(Cc2ccccc2)c1=O	.	17*	3	4[fluorescence artefact?]	99	-6	92	9[fluorescence artefact?]	158
CCCCC(=O)C1C(=O)NC(=O)NC1=O	8	97	7	5[fluorescence artefact?]	99	0	100	2[fluorescence artefact?]	112[fluorescence artefact?]
Cn1c(N2CCNCC2)nc2ccccc21	-1	83	2	-11	101	-17	93	4	95
O=C(CCCOc1ccc(Cl)cc1Cl)N1CCC2(CC1)OCCO2	-4	80	-9	-2	102	-4	107	-1	120
CSc1nnc([C@@H](N)Cc2ccccc2)o1	-2	104	.	-5[fluorescence artefact?]	90	-2	107	-2	129
CCn1c(=O)cc(OCC(=O)N2CCN(Cc3ccc4c(c3)OCO4)CC2)c2ccccc21	5	79	9	-1	77	-10	97	-1	111
O=C(CN1CC(c2ccccc2)CC1=O)Nc1ccc(F)cc1 (stereo unspecified)	.	93	-20	1	92	-2	99	-8	116
COc1ccccc1N(CC(=O)NC1CCCC1)C(=O)c1cnn(C(C)C)c1	1	88	10	30	90	-4	99	-5	106
COc1cc2[nH]c(=O)n(-c3ccc(C)cc3)c(=O)c2cc1OC	-2	96	2	-6	105	-7	104	14	94
Cc1cc(C)c(C(=O)CN2CCOCC2)c(C)c1	-4	100	2	-8	93	2	98	-3	102
O=c1cccc2n1CC1CC2CN(C(c2cccc(F)c2)c2sc3ncnn3c2O)C1 (stereo unspecified)	0	90	1	-1	105	-5	95	11	124
O=c1[nH]c(=O)n(Cc2ccco2)c(O)c1C=NC1CC1	0	94	9	-1	93	-5	94	11	121
N#Cc1ccc(N2CCNCC2)c(F)c1	.	96	-3	2	114	-4	103	-3	97
CCN(CC)CCCN=C(C)c1c(O)n(-c2ccccc2)c(=O)[nH]c1=O	12	101	4	-11	105	39	101	-5	115
c1cncc(C2CCCCN2Cc2ccc3c(c2)OCO3)c1 (stereo unspecified)	-17	95	4	6[fluorescence artefact?]	104	9[fluorescence artefact?]	109	5	114

Part of the list above in order of molecular weight, smallest number first.
SMILES	sEH act	H69AR inhibit	Calb biofilm kill	ERa coact inh	HUVEC inhibit	ERb SRC1 inh	Fibroblast inh	Smad3 FoxH1 inh	ERa SRC1 pot
N#Cc1ccc(N2CCNCC2)c(F)c1	.	96	-3	2	114	-4	103	-3	97
Cc1cc(C)c(C(=O)CN2CCOCC2)c(C)c1	-4	100	2	-8	93	2	98	-3	102
O=c1[nH]c(=O)n(Cc2ccco2)c(O)c1C=NC1CC1	0	94	9	-1	93	-5	94	11	121
COc1cc2[nH]c(=O)n(-c3ccc(C)cc3)c(=O)c2cc1OC	-2	96	2	-6	105	-7	104	14	94
CCN(CC)CCCN=C(C)c1c(O)n(-c2ccccc2)c(=O)[nH]c1=O	12	101	4	-11	105	39	101	-5	115

Additional entries follow.
SMILES	sEH act	H69AR inhibit	Calb biofilm kill	ERa coact inh	HUVEC inhibit	ERb SRC1 inh	Fibroblast inh	Smad3 FoxH1 inh	ERa SRC1 pot
CN1C(=O)C(Cc2ccc3c(c2)OCO3)C(=O)N(C)C1=O	-8	96	1	4[fluorescence artefact?]	94	5[fluorescence artefact?]	103	14	102
CCC(=Nc1ccc(OC)cc1OC)c1c(O)n(C2CCCCC2)c(=O)[nH]c1=O	1	78	-6	-10[fluorescence artefact?]	79	0[fluorescence artefact?]	103	-10	72
Cc1cc(N2C(=O)C3CCCN3C2c2sccc2C)no1 (stereo unspecified)	.	95	6	-1	101	-3	100	7	123
CN(C)C=C1C(=O)N(C2CCCCC2)C(=O)N(C2CCCCC2)C1=O	-40	31*	0	13	67	0	95	9	80
CC(C(=O)N1CCC2(CC1)OCCO2)C1Sc2ccccc2NC1=O (stereo unspecified)	6	109	3	3	105	-7	102	-1	94[fluorescence artefact?]
COc1ccc(N2C(=O)CC(N3CC=C(c4ccccc4)CC3)C2=O)cc1 (stereo unspecified)	.	97	-6	-3	92	-5	95	2	109[fluorescence artefact?]
CC1CN=C(Nc2ccc(N(C)C)cc2)S1 (stereo unspecified)	.	84	1	-1	88	3	102	-4	83
O=c1[nH]c(=O)n(-c2cccc(Cl)c2)c(O)c1C=NCCN1CCCCC1	.	94	10	-10	96	-3	92	-2	101
COCC(C)OC(=O)c1c(N)n(Cc2ccco2)c2nc3ccccc3nc12 (stereo unspecified)	7	75	1	7[fluorescence artefact?]	92	58*[fluorescence artefact?]	107	-7	84[fluorescence artefact?]
O=C(Cc1ccccc1)N1CCN(C/C=C/c2ccccc2)CC1	-12	78	8	-1	100	1	96	-8	121[fluorescence artefact?]
